# TRPML3 ag: human mucolipin-3 channel agonism. HEK293 TRPML3-YFP, Fluo-8 calcium fluorescence; 100% = the carbachol control signal. activation, % at 3 µM. 0.29% of 220,000 active;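 active means activation above its plate's cutoff, the mean activation of the plate's test wells plus 3 SD, cut at about 12% in these data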;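 further: 0% = DMSO only wells and 100% = carbachol wells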
# Target sequence (Q8TDD5 whole entry, looked up): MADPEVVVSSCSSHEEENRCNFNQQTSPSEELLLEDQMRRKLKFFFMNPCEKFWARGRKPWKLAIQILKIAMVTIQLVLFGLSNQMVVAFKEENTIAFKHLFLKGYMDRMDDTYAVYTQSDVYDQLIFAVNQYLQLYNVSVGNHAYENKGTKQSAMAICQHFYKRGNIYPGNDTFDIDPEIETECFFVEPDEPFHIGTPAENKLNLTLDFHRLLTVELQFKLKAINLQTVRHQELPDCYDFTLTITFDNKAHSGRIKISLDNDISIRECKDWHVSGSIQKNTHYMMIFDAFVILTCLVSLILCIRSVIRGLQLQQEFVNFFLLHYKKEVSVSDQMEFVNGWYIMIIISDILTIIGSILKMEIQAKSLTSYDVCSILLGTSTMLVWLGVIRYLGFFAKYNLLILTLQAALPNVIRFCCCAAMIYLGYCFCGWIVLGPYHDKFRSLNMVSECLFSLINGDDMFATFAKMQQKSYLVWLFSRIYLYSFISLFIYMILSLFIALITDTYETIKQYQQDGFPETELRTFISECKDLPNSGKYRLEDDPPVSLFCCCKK
#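 Test system – HEK293 line with stable expression of human TRPML3-YFP channel · Control set – carbachol 87 µM final as high control (100%), DMSO as low control (0%) · Signal – Fluo-8 calcium dye fluorescence, ex 470-495, em 515-575 nm · Incubation – 1-h 37 °C dye load, 5-s basal, 120-s post-compound reads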
# CHOP inh: CHOP inhibition in unfolded protein response; CHO-K1 CHOP-promoter luciferase, tunicamycin-induced, 15-18 h; inhibition, % at 10 µM; 3.8% of 220,000 active; AID 2732;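 active means compounds that reduced the stress-induced luciferase reporter signal by more than about 70% of percent inhibition, limit read from the data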;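 further: 0% = tunicamycin plus vehicle and 100% = wells without tunicamycin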
# S1P4 agonist: agonists of human S1P4 receptor; S1P4-expressing cell line, agonist reporter assay; activation, % at 4.98 µM; 0.35% of 220,000 active; AID 1509; in the data active means activation above about 11%;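 further: 0% = DMSO vehicle and 100% = reference agonist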
# NPY-Y1 PAM-ag: potentiates or activates human NPY-Y1 receptor | NPY-Y1 expressing cells, potentiator/agonist activation | activation, % at 3.6 µM | 0.37% of 220,000 active | AID 1304; in the data active means activation above about 33%, passing the limit was not always enough;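 further: cells stimulated with NPY at EC10 then isoproterenol at EC100; 0% = low agonist plus stimulus and 100% = saturating agonist plus stimulus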
# EP2 modulator: modulates human prostaglandin E2 receptor EP2 signaling; P43116; EP2-expressing cells, cAMP HTRF FRET, PGE2 co-stimulation; induction, % at 25 µM; 0.83% of 260,000 active; AID 940;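 active means compounds whose cAMP rise, as percent of the full-agonist control response, exceeds 60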;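 further: rat C6 glioma line stably carrying human EP2 under a CMV promoter; the protocol text gives 20 µM as final concentration; 100% = response of wells given 1 µM PGE2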
# Target sequence (P43116 whole entry, looked up): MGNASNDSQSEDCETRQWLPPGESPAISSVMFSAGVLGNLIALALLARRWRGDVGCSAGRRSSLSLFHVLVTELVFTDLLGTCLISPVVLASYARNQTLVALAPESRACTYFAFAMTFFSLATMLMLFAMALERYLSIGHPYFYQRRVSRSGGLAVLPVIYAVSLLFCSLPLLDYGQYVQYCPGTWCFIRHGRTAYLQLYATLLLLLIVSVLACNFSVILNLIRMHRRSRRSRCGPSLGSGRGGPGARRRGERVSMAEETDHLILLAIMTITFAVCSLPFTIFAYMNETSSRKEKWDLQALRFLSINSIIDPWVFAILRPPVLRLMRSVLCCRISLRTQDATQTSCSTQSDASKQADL
# NPY-Y2 PAM-ag: potentiators or agonists of human neuropeptide Y receptor Y2 | P49146 | cells expressing NPY-Y2, potentiator/agonist read-out | activation, % at 3.6 µM | 0.45% of 220,000 active | AID 1359; in the data active means activation above about 27%;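 further: cells stimulated with NPY near EC25 plus isoproterenol at EC100; 0% = vehicle plus submaximal agonist and 100% = vehicle plus saturating agonist; some results beyond the cut were filed as inactive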
# NPY Y1 blocker: blocks the human neuropeptide Y Y1 receptor; inhibition, % at 3.6 µM; HEK293-CNG Y1 cells, membrane potential fluorescence; NPY at EC95, then isoproterenol; 1% of 200,000 active; P25929;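 active means inhibition above the campaign mean inhibition of all tested compounds plus 3 SD, cut at about 20% in these data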;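 further: 0% = DMSO wells given NPY plus isoproterenol and 100% = isoproterenol alone without NPY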
#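 Material: Y1- and CNG-channel-expressing HEK293 cells / Probe or stimulus: NPY 25 nM then isoproterenol 1 µM plus Ro 20-1724 25 µM / Doses: 3.6 µM single dose, DMSO 0.4% / Schedule: compound incubation 1 h at room temperature, readout 45 min post-stimulation / Signal: membrane potential fluorescence / Benchmarks: isoproterenol-only wells as full block versus NPY-plus-isoproterenol wells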
# TRPN1 ag: zebrafish TRPN1 (NompC) channel agonism; HEK293 zebrafish TRPN1-YFP, Fluo-8 calcium fluorescence; 100% = response to 87 µM carbachol; activation, % at 3 µM; 0.18% of 220,000 active;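 active means activation above its plate's cutoff, the mean activation of test wells on that plate plus 3 SD, cut at about 19% in these data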;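 further: 0% = DMSO alone and 100% = 87 µM carbachol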
#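 Control set: carbachol 87 µM as high control, DMSO as low control; system: HEK293 stable line with zebrafish TRPN1-YFP; read-out: % activation versus carbachol response; detection: intracellular calcium fluorescence with Fluo-8; doses: single test compound dose, 3 µM nominal, 0.3% DMSO; schedule: dye 1 h 37 °C plus 30 min RT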
# S1P4 antagonist: antagonists of human S1P4 receptor | O95977 | S1P4-expressing cells, antagonist mode, reporter read-out | inhibition, % at 4.98 µM | 0.26% of 220,000 active; in the data active means inhibition above about 29%;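 further: 0% = wells stimulated with agonist and 100% = vehicle wells without agonist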
# The depositor's hits bear a star; . = no result given; & = joins results of further samples.
1	Cc1ccc(NC2=C/C(=N/S(=O)(=O)c3cccs3)c3ccccc3C2=O)cc1C
2	COc1ccc(-c2onc(C)c2-c2cscn2)c(O)c1
3	CCOC(=O)C1CCCN(C(=O)c2cnn3c(C(F)(F)F)cc(-c4ccccc4)nc23)C1 (configuration not stated)
4	O=C1NC(=O)/C(=C\c2ccc(Oc3cnccn3)cc2)S1
5	C=CCn1c(SCc2ccc(F)cc2)nc2c1c(=O)[nH]c(=O)n2C
6	CCOC(=O)c1nnn(-c2nonc2N)c1-c1ccccc1
7	C=CCNC(=S)NNc1nc2c(c(=O)[nH]1)C1(CCCC1)Cc1ccccc1-2
8	CC(=O)NC(Cc1ccccc1F)C(=O)NC1CCN(c2ncccc2[N+](=O)[O-])CC1 (configuration not stated)
Screen / compound no.	1	2	3	4	5	6	7	8
TRPML3 ag	0.5	0.2	-1.6	1.3	0.1	-1.1	-0.1	0.8
CHOP inh	-71	33	25	13	31	20	32	-1
S1P4 agonist	2.0	-1.1	-2.6	-2.3	1.8	1.1	1.0	2.8
NPY-Y1 PAM-ag	-23	-9	-53	11	-2	9	1	2
EP2 modulator	4	15	-28	12	7	2	22	-11
NPY-Y2 PAM-ag	-10	-6	-24	-2	-10	10	1	7
NPY Y1 blocker	6	-5	22*	1	10	3	8	-2
TRPN1 ag	-0.5	-0.2	-0.2	3.9	-1.1	-0.6	-0.7	2.1
S1P4 antagonist	-4	5	-15	9	-13	11	-5	4

9	CC1(C)Cc2c(sc3nc4n(c(=O)c23)CCC4)CO1
10	Cc1cc2c3c(c1)C(C)CC(C)(C)N3C(=O)C2=C(C#N)C#N (configuration not stated)
11	O=C(O)CCC(=O)Nc1ccc(Br)cc1C(=O)c1ccc(Cl)cc1
12	CCCC(=O)Nc1cccc(NC(=O)c2ccccc2Br)c1
13	C=CCn1c(COC)nnc1SCC(=O)c1ccc(F)cc1
14	Cc1ccc(-c2n[nH]c(=O)c3ccccc23)cc1S(=O)(=O)N(C)CCO
15	CN(NC(=O)Nc1ccccc1)c1cnn(C)c(=O)c1Cl
16	CCc1ccc(-c2csc(NC(=O)COC(=O)CCc3nc4ccccc4s3)n2)cc1
Screen / compound no.	9	10	11	12	13	14	15	16
TRPML3 ag	0.8	0.2	0.5	-0.4	-0.2	0.2	1.2	1.0
CHOP inh	-7	5	-7	35	17	6	4	32
S1P4 agonist	-1.5	0.6	0.1	1.2	-0.7	-1.3	1.1	-0.2
NPY-Y1 PAM-ag	2	-14	9	16	4	-15	11	7
EP2 modulator	18	-13	-19	-6	11	6	14	16
NPY-Y2 PAM-ag	4	8	-11	-3	1	-8	6	4
NPY Y1 blocker	-5	.	.	1	-2	2	.	0
TRPN1 ag	0.3	-1.2	-0.1	1.0	0.1	0.7	1.5	0.2
S1P4 antagonist	-6	3	-3	11	-8	-2	1	-15

17	Cc1ccc(C2=C(CC(=O)O)C(=O)CC2)cc1
18	Cc1cc(C(=O)CN2C(=O)NC3(CCCCC3C)C2=O)c(C)n1Cc1cccs1 (configuration not stated)
19	COc1coc(C(O)CN)cc1=O (configuration not stated)
20	O=C(Nc1ccccc1F)c1ccccc1-c1ccccc1
21	Cc1ccc(OCC(=O)NNC(=O)c2cc3ccccc3o2)cc1C
22	O=C1c2ccccc2-c2nc3ccccc3nc21
23	Fc1cccc(/C=N/Nc2nc3ccccc3[nH]2)c1
24	CC(NC(=O)c1ccc(NS(C)(=O)=O)cc1)c1ccccc1 (configuration not stated)
Screen / compound no.	17	18	19	20	21	22	23	24
TRPML3 ag	1.6	0.8	0.4	-0.7	-0.1	0.5	0.5	1.6
CHOP inh	9	10	-4	2	-8	29	20	-31
S1P4 agonist	-1.3	0.3	0.7	0.5	-0.2	-3.0	-0.4	-0.9
NPY-Y1 PAM-ag	-5	13	-5	-14	-46	1	-29	-16
EP2 modulator	14	-30	26	34	-33&-14	8	-10	3
NPY-Y2 PAM-ag	-3	-7	-8	8	-22	-10	4	14
NPY Y1 blocker	-2	1	2	7	8	0	4	-1
TRPN1 ag	1.6	3.4	1.8	-2.7	0.1	-0.8	-1.2	1.0
S1P4 antagonist	-9	-26	6	-14	-16	-1	14	-4

25	CCc1cccc(CC)c1NC(=O)COC(=O)Cc1ccsc1
26	CCOC(=O)c1c(-c2ccc(C)cc2)csc1/N=C/N(C)C
27	CCc1nnc(NC(=O)CCc2c[nH]c3ccccc23)s1
28	Cc1nc2ccc(NC(=S)NCc3ccccc3)cc2nc1C
29	CCn1ccc(C(=O)N2CCOCC2)n1
30	O=C1N/C(=C/c2cccn2-c2ccccc2)C(=O)N1c1cccc(Cl)c1
31	CCC(c1nnc(SCC(=O)NCC2CCCO2)n1Cc1ccccc1)N(C)C (configuration not stated)
32	NC(N)=N/N=C/c1cccc(Cl)c1Cl
Screen / compound no.	25	26	27	28	29	30	31	32
TRPML3 ag	-0.2	-0.6	0.5	1.6	0.8	0.0	-1.0	2.1
CHOP inh	-2	11	17	-12	3	87*	.	7
S1P4 agonist	-0.9	1.4	1.8	2.3	1.6	1.4	0.4	3.1
NPY-Y1 PAM-ag	11	-2	2	-9	1	-16	6	-10
EP2 modulator	31	35	-21	-28	9	2	.	-57
NPY-Y2 PAM-ag	5	-10	2	7	6	-2	4	-14
NPY Y1 blocker	3	13	0	3	4	4	4	13
TRPN1 ag	-2.4	-3.1	1.0	3.3	0.2	1.8	-1.1	1.7
S1P4 antagonist	-4	13	-8	-21	-3	-26	3	-22

33	CC(C)(C)C1=CC=C(C(C)(C)C)C(=O)C1=O
34	CCCN1C(=O)/C(=C/c2c(NCCCOCC)nc3c(C)cccn3c2=O)SC1=S
35	COc1cc(OC)c(OC)cc1/C=N/N(C)c1ccccc1
36	COCCN(C(=S)Nc1c(C)cc(C)cc1C)C(C)c1cccs1 (configuration not stated)
37	CC1(C)Cc2nc3sc4c(N5CCCC5)nnnc4c3cc2CO1
38	CCOC(=O)c1cccc(NC(=O)CN(C)S(=O)(=O)c2cnc[nH]2)c1
39	Cc1nc2ccc3nc(NC(=O)C4COc5ccccc5O4)sc3c2s1 (configuration not stated)
40	Cc1ccc(Cn2c(=O)sc3ccccc3c2=O)cc1
Screen / compound no.	33	34	35	36	37	38	39	40
TRPML3 ag	0.6	1.3	-0.7	-0.1	0.4	-0.3	-0.3	-0.2
CHOP inh	-105	76*	50	16	-25	13	-12	65
S1P4 agonist	0.2	1.6	-0.8	2.5	1.5	1.3	1.0	-1.4
NPY-Y1 PAM-ag	-29	-20	17	14	-2	13	3	-11
EP2 modulator	-47	15	44	50	-11	-11	-76	51
NPY-Y2 PAM-ag	-17	-2	9	4	3	18	-7	-17
NPY Y1 blocker	.	-5	1	14	3	-1	-1	10
TRPN1 ag	0.8	1.7	-1.9	-1.5	0.5	0.4	-0.6	-1.1
S1P4 antagonist	3	16	-6	-3	-10	0	-18	-13

# Random excerpt: 6 records from the list.
22	O=C1c2ccccc2-c2nc3ccccc3nc21
10	Cc1cc2c3c(c1)C(C)CC(C)(C)N3C(=O)C2=C(C#N)C#N (configuration not stated)
23	Fc1cccc(/C=N/Nc2nc3ccccc3[nH]2)c1
1	Cc1ccc(NC2=C/C(=N/S(=O)(=O)c3cccs3)c3ccccc3C2=O)cc1C
36	COCCN(C(=S)Nc1c(C)cc(C)cc1C)C(C)c1cccs1 (configuration not stated)
13	C=CCn1c(COC)nnc1SCC(=O)c1ccc(F)cc1
Screen / compound no.	22	10	23	1	36	13
TRPML3 ag	0.5	0.2	0.5	0.5	-0.1	-0.2
CHOP inh	29	5	20	-71	16	17
S1P4 agonist	-3.0	0.6	-0.4	2.0	2.5	-0.7
NPY-Y1 PAM-ag	1	-14	-29	-23	14	4
EP2 modulator	8	-13	-10	4	50	11
NPY-Y2 PAM-ag	-10	8	4	-10	4	1
NPY Y1 blocker	0	.	4	6	14	-2
TRPN1 ag	-0.8	-1.2	-1.2	-0.5	-1.5	0.1
S1P4 antagonist	-1	3	14	-4	-3	-8

# Arranged by length of the SMILES (rising): some entries from above
29	CCn1ccc(C(=O)N2CCOCC2)n1
28	Cc1nc2ccc(NC(=S)NCc3ccccc3)cc2nc1C
37	CC1(C)Cc2nc3sc4c(N5CCCC5)nnnc4c3cc2CO1
Screen / compound no.	29	28	37
TRPML3 ag	0.8	1.6	0.4
CHOP inh	3	-12	-25
S1P4 agonist	1.6	2.3	1.5
NPY-Y1 PAM-ag	1	-9	-2
EP2 modulator	9	-28	-11
NPY-Y2 PAM-ag	6	7	3
NPY Y1 blocker	4	3	3
TRPN1 ag	0.2	3.3	0.5
S1P4 antagonist	-3	-21	-10

# The list goes on.
41	CCC(Oc1ccc(C)c(C)c1)C(=O)O (configuration not stated)
42	O=C(c1cccc(N2C(=O)C3CC=CCC3C2=O)c1)N1CCCCCC1 (configuration not stated)
43	COc1ccc(S(=O)(=O)N(CC(=O)N2CCOCC2)Cc2ccccc2)cc1
44	O=c1c2ccccc2c(-c2ccccc2)nn1-c1cc(Cl)cc(Cl)c1
45	COc1ccc(C2C(C(=O)N3CCOCC3)CCC(=O)N2c2ccc(OC)cc2)cc1 (configuration not stated)
46	O=C(NCc1ccc(Cl)cc1)c1cc([N+](=O)[O-])ccc1Cl
47	Nc1c(C(=O)Nc2ccc(Cl)cc2)oc2ccccc12
48	COC(=O)c1sc(NC(=O)COc2ccc(OC)cc2)nc1C
Screen / compound no.	41	42	43	44	45	46	47	48
TRPML3 ag	0.5	0.9	-0.2	0.2	-0.5	1.0	-0.4	1.0
CHOP inh	55	15	3	-9	-13	-12	23	.
S1P4 agonist	-0.7	2.0	2.5	0.9	0.5	0.4	-1.2	1.7
NPY-Y1 PAM-ag	-6	-13	-32	-4	-5	4	15	-4
EP2 modulator	26	20	1&-11	-10	15	-2	-14&-10	.
NPY-Y2 PAM-ag	-3	-7	-6	-7	9	-12	9	15
NPY Y1 blocker	23*	-5	-2	.	0	6	-2	3
TRPN1 ag	1.7	0.1	1.0	1.4	-0.1	0.7	-2.2	1.6
S1P4 antagonist	0	-1	-23	14	1	-14	-10	-3

49	Cc1cccc(-n2c(=O)[nH]c3c(C(N)=O)nc(CC(C)C)nc32)c1
50	COc1ccc(S(=O)(=O)Nc2c(F)cccc2F)cc1
51	CCO[C@@H]1OC(C(=O)N2CCCCCCC2)=C[C@H](c2ccc(C(F)(F)F)cc2)[C@H]1CCCO
52	O=C(CSc1nnc2scc(-c3ccccc3)n12)c1ccc2c(c1)OCCO2
Screen / compound no.	49	50	51	52
TRPML3 ag	-0.1	0.5	1.8	0.5
CHOP inh	25	19	20	-21
S1P4 agonist	1.8	-1.1	-2.5	0.2
NPY-Y1 PAM-ag	-1	-1	10	-2
EP2 modulator	21	16	34	-5
NPY-Y2 PAM-ag	-18	5	-3	11
NPY Y1 blocker	-1	0	9	-4
TRPN1 ag	-0.2	-0.4	0.8	0.8
S1P4 antagonist	-4	-1	6	-21

# Screens deposited in PubChem BioAssay by several laboratories.
